Bioassay records as filed in PubChem.
FLuc act counter – affects firefly luciferase, flagging false hits in luciferase stimulation screens; P08659; ATPlite luciferase biochemical, luminescence, 10 min; 0 = ATP-free wells, 1 = DMSO control; activation factor at 10 µM; 200,000 tested, under 10 active; AID 1027;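 active = luciferase activation factor, scaled between plate controls, of at least 2 with compound at 10 µM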
Target sequence (P08659 whole entry, looked up): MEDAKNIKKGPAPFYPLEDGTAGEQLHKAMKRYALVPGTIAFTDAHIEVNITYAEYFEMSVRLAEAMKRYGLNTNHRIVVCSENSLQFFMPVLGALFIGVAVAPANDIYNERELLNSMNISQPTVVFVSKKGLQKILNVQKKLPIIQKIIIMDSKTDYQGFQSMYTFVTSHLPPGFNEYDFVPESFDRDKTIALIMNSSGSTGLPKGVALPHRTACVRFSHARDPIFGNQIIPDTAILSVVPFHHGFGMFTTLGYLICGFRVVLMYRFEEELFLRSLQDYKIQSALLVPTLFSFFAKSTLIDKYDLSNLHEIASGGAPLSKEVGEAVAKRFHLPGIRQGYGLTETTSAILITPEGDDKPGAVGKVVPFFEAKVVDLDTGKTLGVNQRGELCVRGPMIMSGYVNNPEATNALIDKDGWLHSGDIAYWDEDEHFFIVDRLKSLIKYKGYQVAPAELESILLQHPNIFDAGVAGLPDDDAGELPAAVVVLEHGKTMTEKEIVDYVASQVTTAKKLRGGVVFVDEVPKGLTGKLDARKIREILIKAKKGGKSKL
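Assay system: Luciferase/luciferin reagent mix; Medium: PBS as buffer for the ATP substrate; Dosing: test compounds dosed from 2 mM stocks in 100% DMSO; Times: 10 min, room temperature; Signal: luminescence from luciferase reaction; Read-out: luciferase activation; Controls: No-ATP low control, compound-free enzyme-plus-ATP high control.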
APP 5UTR inh – APP translation inhibition | SH-SY5Y APP 5'UTR-luciferase reporter, luminescence | inhibition, % at 2 µM | 190,000 compounds, 0.82% hits | AID 1285;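 active = inhibition above a set limit, derived from the sample mean plus 3 SD, cut at about 45% in these data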; also: values of inactives mirror those of a sister screen read the other way
STAT1 activator – increases IFN-gamma driven STAT1 reporter signal. NIH 3T3 STAT1-luciferase reporter, luminescence; 100% = IFN-gamma alone, no compound. activation (% of control), % at 5.5 µM. 200,000 compounds, 2.6% hits. AID 932;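 active = activation above the screen-wide mean activation plus 3 SD, cut at about 130% in these data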;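 also: raw ratio to IFN-gamma control signal so 100% means no change and 0% no light; values of inactives mirror those of a sister screen read the other way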
DTT redox prof – compounds producing H2O2 with reducing agent – biochemical, NIH compound library profiling, artefact control for MLSCN library redox annotation, primary screen; DTT-dependent redox cycling H2O2, phenol red/HRP absorbance; 100% = 100 µM peroxide control, 0% = buffer; 200,000 compounds, 0.03% hits; activation, % at 10 µM;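 active = activation of at least 50% relative to the plate's high and low controls in the primary single-dose screen; inactive = activation below 50%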;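 also: compound incubated with DTT at 0.8 mM final as the reducing agent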
NF-kB neuron act – raises NF-kB expression in human neuronal cells; NF-kB reporter expression; active compounds read high; fold change at 12.5 µM; 190,000 compounds, 1.6% hits; AID 1239; in the data active = fold change above about 3.3
G6PDH CS – inhibits Leuconostoc G6PDH, flagging false hits in G6PDH-based assays; Purified L. mesenteroides G6PDH, diaphorase/resazurin coupled fluorescence, 45 min; inhibition, % at 5 µM; 200,000 compounds, 0.12% hits; in the data active = inhibition above about 50%
APP 5'UTR act – APP 5'UTR luciferase reporter activation | SH-SY5Y APP 5'UTR luciferase reporter, luminescence; zero percent = DMSO vehicle wells | activation, % at 2 µM | 190,000 compounds, 1% hits | AID 1276;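 active = activation above a set limit, based on mean plus 3 SD of controls, cut at about 140% in these data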; also: values of inactives mirror those of a sister screen read the other way
FLuc inh counter – counter-screen for luciferase assay inhibitors: firefly luciferase inhibition. AID 1006. 200,000 compounds, 1.5% hits. inhibition, % at 10 µM. ATPLite firefly luciferase biochemical luminescence, 10 min. P08659;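 active = inhibition above about 50% when tested at 10 µM, limit read from the data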
Efa HMGR inh – E. faecalis class II HMG-CoA reductase inhibition; AID 1066; purified E. faecalis HMGR, NADPH absorbance 340 nm kinetic; 190,000 compounds, 0.41% hits; inhibition, % at 10 µM;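 active = inhibition above a set limit, the median over all tested compounds plus 3 SD, cut at about 9.5% in these data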;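 also: enzyme runs in reverse so mevalonate oxidation gives rising NADPH absorbance; 0% = complete reaction with DMSO and 100% = background rate lacking mevalonate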
Hsp70 activator – switches on Hsp70 transcription; HeLa Hsp70 promoter luciferase reporter, luminescence; scaled: vehicle 0, proteasome-inhibitor control 100%; activation, % at 10 µM; 200,000 compounds, 0.04% hits; AID 1203;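 active = activation above the mean across all tested compounds plus 3 SD, cutoff set per campaign, cut at about 5.5% in these data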;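 also: 100% = MG132 at 30 µM as the positive control and 0% = DMSO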
Starred values were filed as active, the others as inactive; / = no result given.

SMILES	FLuc act counter	APP 5UTR inh	STAT1 activator	DTT redox prof	NF-kB neuron act	G6PDH CS	APP 5'UTR act	FLuc inh counter	Efa HMGR inh	Hsp70 activator
COc1ccccc1OCC(=O)N1CC2(C)CC1CC(C)(C)C2 (configuration not stated)	1.1	-5	103	0.0	0.93	4	5	-8	-1	-0.3
Cn1cc([N+](=O)[O-])c(C(=O)NNC(=O)c2ccc([N+](=O)[O-])cc2Cl)n1	1	11	97	-2.4	1.2	4	-11	-4	1	0.9
Cc1cc(=O)oc(C)c1C(=O)NCCC(C)C	1.1	1	100	-0.5	1.7	-9	-1	-6	2	-0.3
O=C(O)C(O)c1ccccc1 (configuration not stated)	1	-3	/	/	/	2	3	0	3	0.1
N#Cc1nc(Cc2ccccc2)oc1NCCCn1ccnc1	1	-12	100	0.0	1.4	5	12	0	-7	-0.1
COc1ccc(C(=O)NNC(=S)NC(=O)C(C)(C)C)cc1	1	7	106	-2.1	0.87	5	-7	3	1	-0.3
CC(C)(C)N(Cc1cc2ccccc2[nH]c1=O)C(=O)c1cccnc1	1.1	-6	100	0.1	0.96	-1	6	-5	0	-0.2
CCOC(=O)Cc1c(C)nc2cc(-c3ccc(C(C)(C)C)cc3)[nH]n2c1=O	0.8	-7	107	0.0	1.1	2	7	20	1	-0.2
O=C(NCCCN=C1NS(=O)(=O)c2ccccc21)c1ccc(S(=O)(=O)N2CCCCC2)cc1	1	2	108	1.1	0.93	-1	-2	-1	-7	0.2
Nn1cc(-c2ccccc2)nc1SCC(=O)N1CCN(S(=O)(=O)c2ccccc2)CC1	1	7	100	0.5	0.87	-14	-7	-2	-2	0.1
CN(c1ccccc1C(=O)Nc1ccc2c(c1)OCCO2)S(C)(=O)=O	1.1	13	80	-0.8	1.1	9	-13	-7	0	-0.2
CCC(C)C(NC(=O)OC(C)(C)C)C(=O)NC(C)C(N)=O (configuration not stated)	1	-22	96	-0.7	1.1	0	22	-4	0	-0.2
COc1cccc(N/C(SCc2cccc([N+](=O)[O-])c2)=C(/C#N)C(=O)NCc2cccs2)c1	1.1	-3	111	0.5	1.2	-5	3	-6	-1	-0.1
O=C(O)C1CCC(=O)N1C1c2ccccc2Oc2ccccc21 (configuration not stated)	1	10	97	-0.4	1.2	2	-10	-2	-3	0.6
COc1cc(N)cc(NC(=O)c2ccncc2)c1	1	5	101	-0.3	0.77	5	-5	0	-2	-0.3
CC(C)n1cc(C(=O)c2ccccc2O)cc(C#N)c1=O	1.1	-8	96	-0.4	1.1	10	8	-8	-2	-0.5
COc1cccc(N2CC(C(=O)Nc3c(C)cccc3C)CC2=O)c1 (configuration not stated)	1.1	-14	102	0.3	0.97	1	14	-9	-9	-0.1
CC(C)c1ccc(NC(=O)CNC(=O)Cn2cnc3ccccc3c2=O)cc1	1	-15	100	-0.5	2.5	5	15	-1	-5	-0.3
c1ccc(CNc2ncnc3c2cnn3Cc2ccccc2)cc1	1	2	108	0.6	1.1	5	-2	-4	-9	0.1
Cc1cc(C)n2ncc(C(=O)Nc3ccc4c(c3)OCO4)c2n1	1	-1	103	3.7	1.4	-22	1	-4	2	-0.1
C/C(=N/O)c1ccc(N2C(=O)C3C4C=CC(C3C2=O)C2C3C(=O)N(c5ccc(/C(C)=N/O)cc5)C(=O)C3C42)cc1 (configuration not stated)	1	-27	110	-1.0	1.3	-3	27	1	-1	-0.2
CC(=O)Nc1ccc2c(c1)N(C(C)=O)c1ccccc1CC2	1	9	92	0.1	1.1	4	-9	-2	-1	-0.3
CN1N=C(C(=O)Nc2ccc3c(c2)CCC3)CCC1=O	1	-24	132*	-0.8	1.7	-5	24	2	-2	0.1
O=C(NCCCN1CCOCC1)c1cccc(S(=O)(=O)Nc2cc(Cl)ccc2Cl)c1	1.1	4	91	-2.8	0.97	5	-4	-5	0	-0.3
CCOc1ccc(OCC)c(S(=O)(=O)NCc2ccc3c(c2)OCO3)c1	1	-10	/	-1.6	1.3	0	10	-1	-7	/

2 entries from above, reformatted.
SMILES: CC(C)(C)N(Cc1cc2ccccc2[nH]c1=O)C(=O)c1cccnc1
  FLuc act counter: 1.1	APP 5UTR inh: -6	STAT1 activator: 100	DTT redox prof: 0.1	NF-kB neuron act: 0.96	G6PDH CS: -1	APP 5'UTR act: 6	FLuc inh counter: -5	Efa HMGR inh: 0	Hsp70 activator: -0.2
SMILES: CCOC(=O)Cc1c(C)nc2cc(-c3ccc(C(C)(C)C)cc3)[nH]n2c1=O
  FLuc act counter: 0.8	APP 5UTR inh: -7	STAT1 activator: 107	DTT redox prof: 0.0	NF-kB neuron act: 1.1	G6PDH CS: 2	APP 5'UTR act: 7	FLuc inh counter: 20	Efa HMGR inh: 1	Hsp70 activator: -0.2

Additional records.
SMILES	FLuc act counter	APP 5UTR inh	STAT1 activator	DTT redox prof	NF-kB neuron act	G6PDH CS	APP 5'UTR act	FLuc inh counter	Efa HMGR inh	Hsp70 activator
N#CCSc1nccc(/C=C/c2ccccc2)n1	0.9	-36	116	-1.7	1.7	3	36	6	6	0.1
COc1ccc(CNC(=O)CN(C(=O)CCC(=O)Nc2ccccn2)c2cccc(C)c2)cc1	1	4	98	0.0	1.9	6	-4	5	-2	-0.4
CC(C)(C)NC(=O)CSc1nnc(NC(=O)CCn2cnc3ccccc3c2=O)s1	1.1	-10	105	1.5	1	14	10	-7	-2	0.1
COC(=O)c1cc(NC(=O)Nc2ccccc2OC)cc(C(=O)OC)c1	0.8	3	100	0.1	0.49	8	-3	19	-1	-0.3
COCCN(Cc1ccccc1)C(=S)Nc1ccc(Cl)cc1	1.1	12	89	0.1	1.6	11	-12	-7	-6	-0.3
CC(C)(C)[C@H]1C=C(C(=O)NC2CC2)O[C@@H](OCc2ccc(CO)cc2)C1	1	-7	78	0.0	1.2	14	7	-2	-4	-0.2
COc1ccc(NC(=O)C2C3C=CC(C3)C2C(=O)NCc2ccccn2)c(OC)c1 (configuration not stated)	1	14	101	0.7	1	4	-14	-4	3	0.3
CC(=O)Nc1cccc(N2C(=O)CC(Cc3ccccc3)C2=O)c1 (configuration not stated)	1	-3	105	-2.4	1.3	16	3	-5	-4	-0.4
COc1ccccc1Nc1nc(N)nc(CSC(=S)N2CCCCC2C)n1 (configuration not stated)	0.9	-3	111	0.4	0.75	-1	3	5	2	-0.1
O=C(O/N=C1\CCCc2ccccc21)c1cccc(Cl)c1	0.5	9	104	-8.7	1.2	-28	-9	50	-1	-0.4
Cc1ccc(C)c(OCC(=O)Nc2ccc3c(c2)OCO3)c1	1	-39	100	0.3	1.4	-4	39	2	-3	0.0
O=C(Nc1ccc(Cl)c(Cl)c1)Nc1ccc(N2CCCC2)c(S(=O)(=O)Nc2ccccc2Cl)c1	1.1	-5	100	0.1	1.6	12	5	-6	-1	-0.3
COc1ccc(/C=C/c2nc3ccccc3n2C)cc1	0	19	14	-0.3	0.85	2	-19	97*	-5	-0.5
COc1ccccc1CNC(=O)CSc1ccc(-c2ccccn2)nn1	1	-7	100	-0.2	1.5	3	7	-3	-6	-0.3
Cc1ccc(S(=O)(=O)N(CCC(=O)O)Cc2ccc(Cl)cc2)cc1	1.1	17	102	0.0	1.1	0	-17	-7	6	-0.3
CCOC(=O)N1CCN(C(=O)c2cccc(NS(=O)(=O)c3ccc(F)c(F)c3)c2)CC1	1	-5	96	-0.6	1.2	4	5	-4	0	-0.4
Nc1ncnc2c1ncn2CCN1CCOCC1	1	-7	95	2.6	1.2	-3	7	-1	-2	-0.3
CCCCC(=O)NC(=S)Nc1ccccc1C(=O)Nc1ccccc1	1.1	6	96	0.1	1.1	-2	-6	-5	-3	-0.4
Cc1cc(C)c2c(N)c(C(=O)Nc3nccs3)sc2n1	0.1	-124	55	-0.3	3	-1	124	94*	-3	-0.4
CCCn1nnc(NC(=O)c2cc3ccccc3o2)n1	0.9	-98	125	2.9	2.8	2	98	9	-4	0.0
O=C(O)/C=C\c1cn(-c2ccccc2)nc1-c1cc2ccccc2o1	1	-28	113	0.4	1.2	15	28	2	0	-0.4
Cc1cc(O)c(C(C)C)cc1NS(=O)(=O)c1ccccc1	1.1	-5	90	0.2	0.86	2	5	-6	1	0.2
CCn1ncc(Br)c1C(=O)N(C)C12CC3CC(CC(C3)C1)C2	1.1	4	111	2.0	0.93	5	-4	-7	0	-0.1
O=C(NCc1cccnc1)NC(C(F)(F)F)C(F)(F)F	1	-1	98	-4.0	1.1	3	1	-4	1	0.1
O=C(O)CN1C(=O)C2C3CC(C2C1=O)C1C(c2ccc(F)cc2)c2sc(=O)[nH]c2SC31 (configuration not stated)	1	5	104	-1.0	1.1	2	-5	-2	-2	-0.3

The results go on:
SMILES	FLuc act counter	APP 5UTR inh	STAT1 activator	DTT redox prof	NF-kB neuron act	G6PDH CS	APP 5'UTR act	FLuc inh counter	Efa HMGR inh	Hsp70 activator
c1cncc(-c2cccnc2)c1	1	6	104	-4.7	1.1	17	-6	-5	-10	-0.3
CCCOc1ccc(C2c3c(oc4cc(C)c(C)cc4c3=O)C(=O)N2CCCN(C)C)cc1 (configuration not stated)	1.1	25	100	-2.0	1.1	-18	-25	-11	1	-0.1
Cc1ccc2c(C)c(C(=O)N(Cc3cccs3)C3CCS(=O)(=O)C3)oc2c1 (configuration not stated)	1.1	21	104	0.1	1.2	5	-21	-7	5	-0.4
Nn1c(SCc2cn3ccccc3n2)nnc1-c1ccncc1	1.1	-17	99	0.1	1.1	7	17	-8	-2	-0.1
CC1CCN(C(=O)c2ccc(S(=O)(=O)N(C)C)cc2)C(C)C1 (configuration not stated)	1	6	102	0.1	1.5	2	-6	-4	-3	-0.1
CCOc1cc(NC(=O)C2CC2)c(OCC)cc1NC(=O)c1ccccn1	1.1	-6	103	-0.4	0.7	2	6	-9	-3	-0.4
Cc1ccccc1-c1nc(CN2CCC(C(=O)NCc3ccco3)CC2)c(C)o1	1	0	92	1.4	1.1	1	0	-3	6	-0.3
CCN1C(=O)C2(SC(NC(C)=O)=NN2C(C)=O)c2cc(C)ccc21 (configuration not stated)	1	-1	96	7.1	1.1	6	1	0	-4	0.1
CCC(=O)N1c2ccc(S(=O)(=O)CCC(=O)Nc3nccs3)cc2CC1C (configuration not stated)	1.1	0	95	0.0	1.5	-2	0	-7	-8	-0.1
CCCn1nc(C(=O)NCCN2CCOCC2)c2ccccc2c1=O	1	-1	91	-0.8	1.5	1	1	0	-8	-0.7
N#Cc1ccc(-c2ccccc2)nc1SCC(=O)c1cccc(Cl)c1	1.1	9	103	-2.6	1.1	-4	-9	-7	-3	-0.2
O=C1S/C(=C\c2ccccn2)C(=O)N1Cc1ccccc1F	1.1	2	106	0.8	1	3	-2	-8	0	-0.3
CCn1cc([N+](=O)[O-])c(C(=O)Nc2ccn(C34CC5CC(CC(C5)C3)C4)n2)n1	1	17	106	-0.1	1.1	24	-17	-5	-2	-0.4
S=c1[nH]nc(-c2cccnc2)n1/N=C/C=C/c1ccco1	1	2	100	3.2	0.99	14	-2	2	4	-0.2
O=C(CCc1ccc(S(=O)(=O)NCc2ccccc2)cc1)NCc1ccc2c(c1)OCO2	1.1	3	97	0.1	1.2	-4	-3	-6	-4	-0.4
O=C(CSc1ccccn1)Nc1cccc(NC(=O)CSc2ccccn2)n1	1	-4	106	0.0	1.2	5	4	-4	-8	-0.3
O=C1CN(C(=S)Nc2ccc(OC(F)F)cc2)CCN1	1	9	107	-1.1	1.1	4	-9	-4	-6	-0.1
